High-throughput results (PubChem)
MC4R barr agon = human MC4R agonism via beta-arrestin. P32245. actives 0.98% (n = 360,000). activation, % at 8.9 µM. U2OS MC4R beta-arrestin complementation, luminescence; percent of melanotan II response, DMSO zero;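 active = activation above a per-plate cutoff, the mean activation of sample wells on that plate plus 3 SD, cut at about 8% in these data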
LRH-1 inv ag = NR5A2 inverse agonism in reporter assay. inhibition, % at 3.6 µM. actives 0.13% (n = 360,000). HEK293T StAR-luciferase reporter, LRH-1 transfected, 24 h. AID 602396;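 active = inhibition above the mean inhibition of all tested compounds plus 3 SD, cut at about 73% in these data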;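 note: 0% = DMSO wells and 100% = reporter-only cells lacking LRH-1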
COUP-TFII inh = NR2F2 (human) inhibition, primary screen; inhibition, % at 8.6 µM; AID 686940; actives 0.7% (n = 370,000); HEK293T NGFI-A luciferase reporter, luminescence; P24468;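 active = inhibition above a per-plate cutoff, mean inhibition of test wells between control levels plus 3 SD, cut at about 38% in these data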;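 note: cells cotransfected with COUP-TFII expression vector driving the NGFI-A reporter; 0% = median of COUP-TF2 test wells and 100% = reporter-only cells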
TLR9-MyD88 inh = TLR9-MyD88 interaction inhibition. inhibition, % at 4.98 µM. Q9NR96+Q99836. CHO BLA complementation TLR9-MyD88, CCF4 FRET ratio. actives 0.21% (n = 340,000). AID 504734;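 active = inhibition above the mean over all tested compounds plus 3 SD, cut at about 21% in these data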;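 note: 0% = DMSO only wells and 100% = clavulanate BLA inhibitor control wells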
MC4R antag cAMP = blocks human MC4R cAMP signaling; P32245; MC4R-expressing cells, MTII-stimulated cAMP, LANCE TR-FRET; inhibition, % at 6.5 µM; actives 0.48% (n = 360,000); AID 540295;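 active = inhibition above its plate's cutoff, the mean of tested wells on that plate plus 3 SD, cut at about 29% in these data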;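 note: 0% = Melanotan II alone and 100% = Melanotan II plus saturating MCL0020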
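Assay system: U2OS-MC4R stable cell line; Also added: Melanotan II; Technique: Eu-cAMP/anti-cAMP TR-FRET, emission 671 nm; Times: 30-min compound, 1-h challenge, 1-h detection, room temperature.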
SRC3 inh = inhibitors of human steroid receptor coactivator 3 (SRC3). Q9Y6Q9. HEK293 GAL4-SRC3 luciferase reporter, luminescence. inhibition, % at 3.6 µM. actives 0.17% (n = 360,000);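 active = inhibition above a per-campaign cutoff, the mean of all compounds plus 3 SD, cut at about 60% in these data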;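 note: 0% = DMSO-treated cells and 100% = gossypol-treated cells at 36 µM; higher means less SRC3-driven luciferase light from the GAL4 reporter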
NCOA2 inhibitor = human SRC2 (NCOA2) inhibition; Q15596; HEK293 GAL4-SRC2 luciferase reporter, luminescence; inhibition, % at 9 µM; actives 0.17% (n = 370,000); AID 651957;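 active = inhibition above the mean inhibition of all tested compounds plus 3 SD, set per campaign, cut at about 52% in these data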;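 note: 0% = DMSO treated cells and 100% = cells given Gossypol at 36 µM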
Target sequence (Q15596 whole entry, looked up, the tested form may be a part): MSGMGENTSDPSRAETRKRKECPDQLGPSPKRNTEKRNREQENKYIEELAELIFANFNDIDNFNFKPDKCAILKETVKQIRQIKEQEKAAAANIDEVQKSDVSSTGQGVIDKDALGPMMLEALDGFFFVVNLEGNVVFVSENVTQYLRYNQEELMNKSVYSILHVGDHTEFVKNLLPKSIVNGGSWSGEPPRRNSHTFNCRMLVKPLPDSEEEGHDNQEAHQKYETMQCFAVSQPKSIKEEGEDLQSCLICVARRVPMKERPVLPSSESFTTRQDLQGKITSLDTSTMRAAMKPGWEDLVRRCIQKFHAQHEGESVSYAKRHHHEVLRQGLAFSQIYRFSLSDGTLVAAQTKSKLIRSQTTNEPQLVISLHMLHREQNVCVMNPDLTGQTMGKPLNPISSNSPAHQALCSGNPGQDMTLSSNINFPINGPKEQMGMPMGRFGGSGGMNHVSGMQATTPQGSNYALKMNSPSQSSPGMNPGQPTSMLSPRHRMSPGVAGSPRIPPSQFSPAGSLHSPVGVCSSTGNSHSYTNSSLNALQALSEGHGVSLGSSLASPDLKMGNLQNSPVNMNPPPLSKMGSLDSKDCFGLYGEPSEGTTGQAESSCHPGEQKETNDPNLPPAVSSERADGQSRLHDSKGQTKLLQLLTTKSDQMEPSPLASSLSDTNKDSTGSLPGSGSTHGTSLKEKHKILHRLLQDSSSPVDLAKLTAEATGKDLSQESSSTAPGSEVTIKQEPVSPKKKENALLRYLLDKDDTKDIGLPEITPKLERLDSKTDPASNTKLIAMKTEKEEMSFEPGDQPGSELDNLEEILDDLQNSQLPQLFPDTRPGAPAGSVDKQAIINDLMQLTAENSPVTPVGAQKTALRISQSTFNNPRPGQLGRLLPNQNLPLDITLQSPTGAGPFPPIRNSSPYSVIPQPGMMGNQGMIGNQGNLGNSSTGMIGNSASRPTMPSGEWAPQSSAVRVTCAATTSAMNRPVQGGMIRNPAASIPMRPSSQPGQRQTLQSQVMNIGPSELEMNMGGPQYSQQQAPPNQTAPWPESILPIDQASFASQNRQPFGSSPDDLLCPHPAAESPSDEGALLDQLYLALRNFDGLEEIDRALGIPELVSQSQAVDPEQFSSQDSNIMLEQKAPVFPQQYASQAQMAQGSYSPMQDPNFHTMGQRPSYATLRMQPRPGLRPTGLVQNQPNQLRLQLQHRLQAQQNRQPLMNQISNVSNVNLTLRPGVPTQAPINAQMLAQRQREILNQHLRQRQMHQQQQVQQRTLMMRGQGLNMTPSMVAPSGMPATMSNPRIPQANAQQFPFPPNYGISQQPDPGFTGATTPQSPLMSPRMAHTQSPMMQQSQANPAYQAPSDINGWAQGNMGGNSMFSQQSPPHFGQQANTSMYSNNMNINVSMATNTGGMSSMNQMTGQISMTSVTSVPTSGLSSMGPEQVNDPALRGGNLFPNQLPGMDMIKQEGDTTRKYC
SRC1 inh = human NCOA1 inhibition | Q15788 | HEK293 GAL4-SRC1 luciferase reporter, luminescence | inhibition, % at 3.6 µM | actives 0.12% (n = 360,000) | AID 588354;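 active = inhibition above the campaign mean plus 3 SD, with each screening campaign given its own cutoff, cut at about 60% in these data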;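 note: 0% = DMSO treated cells and 100% = gossypol at 36 µM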
EBV LMP1 NFkB = inhibitors of Epstein-Barr LMP1-induced NF-kappaB reporter; inhibition, % at 12.5 µM; actives 0.69% (n = 350,000); LMP1-induced NF-kappaB luciferase reporter cells, luminescence; in the data active = inhibition above about 41%;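 note: 0% = neutral control wells and 100% = reference inhibitor control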
NOD2-RIPK2 inh = inhibitors of human NOD2-RIPK2 interaction. O43353. CHO BLA complementation NOD2-RIPK2, CCF4 ratio. actives 0.38% (n = 360,000). inhibition, % at 4.98 µM; in the data active = inhibition above about 21%;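 note: 0% = vehicle only and 100% = reference blocker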
ABHD5-PLIN5 inh = ABHD5-PLIN5 protein interaction inhibition | Q00G26+Q8WTS1 | Split G. princeps luciferase complementation, luminescence, 4 h | inhibition, % at 4 µM | actives 0.78% (n = 360,000);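 active = inhibition above the mean inhibition across every tested compound plus 3 SD, cut at about 22% in these data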;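 note: 0% = DMSO only wells and the 100% control is not disclosed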
The depositor's hits bear a star; x = no result given. These rows are one share of the data; rates above refer to the full screens.

MC4R barr agon	LRH-1 inv ag	COUP-TFII inh	TLR9-MyD88 inh	MC4R antag cAMP	SRC3 inh	NCOA2 inhibitor	SRC1 inh	EBV LMP1 NFkB	NOD2-RIPK2 inh	ABHD5-PLIN5 inh	molecule
-0.8	-21	-3	-17	-4	9	-9	-14	6	-9	-10	O=C(NC(Cc1ccccc1)C(=O)O)NC12CC3CC(CC(C3)C1)C2 (stereo not given)
-1.2	-53	-26	-1	11	-72	-45	-58	1	-17	-1	COc1cc(/C=N/Nc2ccccn2)ccc1O
0.1	10	-2	4	-6	4	-3	5	10	-7	5	Cc1ccc(C)c(NC(=O)Nn2cnnc2)c1
-1.3	-8	-6	-9	10	29	-23	-14	4	4	5	CC1CCCC(C)N1C(=O)COC(=O)COc1ccc(C#N)cc1 (stereo not given)
-1.9	20	3	-11	-5	-17	-2	-4	6	0	2	COc1cc(C=NC2CCCCC2)ccc1O
-2.5	-74	x	1	3	-67	x	-71	-60	-2	-5	O=c1c2c3c(sc2nc2sc(C4CC4)nn12)CCCC3
1.4	14	15	4	-2	-12	-13	6	-10	-2	-5	Cc1c(Cl)cccc1NC(=O)CNC(=O)CCCc1nc2ccccc2c(=O)[nH]1
-2.9	7	1	1	-1	4	-11	-1	3	-8	-3	COc1ccccc1CC(=O)Nc1ccc(O)cc1C(=O)O
-0.4	2	9	1	1	10	16	-11	-5	-16	0	COc1cccc(NC(=O)CN(C)C(=O)C23CC4CC(CC(Cl)(C4)C2)C3)c1
-1.0	12	-9	5	8	-18	-23	-7	4	-1	2	CC1(C)CC(=O)C=C(c2ccc(COC(=O)/C=C/c3ccccc3)cc2)C1=O
-1.1	-6	1	-5	9	-9	-34	-33	1	2	0	CCOc1cc(C(=O)OCC(=O)c2cc(C)n(CC3CCCO3)c2C)ccc1OCC(=O)N1CCOCC1 (stereo not given)
0.5	31	-14	-8	13	-7	-10	-13	-7	-5	-1	CCOC(=O)c1[nH]c2ccccc2c1NC(=O)CC(C)(C)C
-0.8	1	-7	1	-4	-5	16	3	-21	5	5	CC(=O)C1=C(c2ccccc2)NC(=O)NC1c1ccccc1 (stereo not given)
-0.4	2	13	-7	-6	16	-17	-5	3	-9	0	COC(=O)[C@H](CC(C)C)NC(=O)N1CCN(c2cccc(C(F)(F)F)c2)CC1
-0.5	7	-25	4	4	4	-19	0	4	-3	-2	OCC[C@H]1C[C@@H](O)[C@H](O)[C@]2(CCCO2)O1
-0.5	0	0	-7	-4	-7	-59	2	0	-2	7	CN(C(=O)c1ccc(NC(=O)Cc2cccc(NC(=O)C3CCN(C(=O)c4ccccc4)CC3)c2)cc1)C1CC1
-2.3	3	-23	-16	-3	9	3	-2	-4	-9	6	CN1CCN(S(=O)(=O)Cc2ccccc2Cl)CC1
-0.5	12	15	1	5	1	5	2	-4	-7	3	Cn1c(SCC(=O)Nc2ccc(NC(=O)c3cccc(F)c3)cc2)nnc1-c1ccncc1
-2.2	21	19	-2	1	26	5	15	10	-13	2	CN1CCN(c2ccc(S(=O)(=O)Nc3ccccc3)cc2[N+](=O)[O-])CC1
0.7	23	12	-4	13	6	11	9	-4	-10	-1	CC1=Nn2c(nnc2-c2cc(-c3ccccc3)n[nH]2)SC1
-2.2	8	2	4	5	9	7	9	-2	8	6	CC(C)(C)c1nc2ccccc2c2nnc(SCC(=O)NCc3ccco3)n12
-1.3	11	4	-4	-1	3	10	6	17	2	4	O=C(c1ccccc1)c1c[nH]c(C(=O)NCc2cccnc2)c1
1.4	-38	-53	5	15	-33	-22	-55	-12	-3	3	COc1cc(SC)ccc1C(=O)OCC(=O)NC1CCCC1
-1.3	18	-10	-4	-1	23	-26	10	2	-15	3	COCCNCCCCOc1ccc(C)cc1[N+](=O)[O-]
0.3	0	6	-5	20	-38	-5	3	10	-8	6	CC(=O)c1cccc(N=Cc2c(O)c3ccccc3oc2=O)c1
-1.5	-9	-12	-5	14	5	2	4	-16	-1	4	COc1cccc(CCNC(=O)CCc2nnc(Cc3cc(OC)ccc3OC)o2)c1
-0.8	-14	0	-8	11	-2	-15	6	-10	-1	-9	COCCn1c(C)nnc1SCC(=O)NNC(=O)c1ccc(Br)cc1
-2.8	-62	-20	1	-11	-40	-27	-36	-5	0	-14	Cc1n[nH]c(=S)n1/N=C/c1ccccc1OCc1ccc(Cl)cc1
-2.0	-4	8	0	5	-14	-14	-2	-6	-1	4	CCc1nnc(NC(=O)c2ccc(COc3ccccc3Cl)o2)s1
2.8	-117	-38	x	5	-74	-63	-75	x	-17	3	O=C(NNc1nc2ccccc2o1)c1ccccc1
-1.2	0	8	x	0	-7	5	-13	x	-7	0	CC1(C(=O)NS(=O)(=O)c2ccc(F)cc2F)CCN1C(=O)c1ccccc1CCc1ccccc1 (stereo not given)
-2.4	8	23	1	-3	-6	-7	-2	12	-1	1	CC(C)C1Oc2ccccc2N(CC(=O)N(Cc2ccncc2)Cc2ccco2)C1=O (stereo not given)
2.3	2	15	1	-3	14	6	8	-8	-9	-3	COc1ccc(OC)c(-n2cc3c(=O)n(C)c(=O)n(C)c3c2)c1
-1.9	17	-11	-4	-1	-1	-7	-18	6	6	-3	Cc1ccc(C(=O)C[n+]2ccc(-c3nnc4n3CCC4)cc2)cc1
-1.0	14	-23	-4	7	6	-3	7	-1	1	-1	Cc1ccccc1N1CCN(C2CCCN(C(=O)CCN3CCCCC3=O)C2)CC1 (stereo not given)
-1.1	16	14	11	-4	13	-2	5	-4	-13	7	O=C(CSc1ccc(-c2ccco2)nn1)NCc1ccc2c(c1)OCO2
-0.1	12	-12	7	3	0	16	-15	7	-3	2	COc1cc(NC(=O)c2nccnc2C(=O)O)cc(OC)c1
-1.3	9	-17	-1	72*	19	-13	-4	-5	-6	2	COc1ccc(Cl)cc1-c1n[nH]c(=S)o1
0.0	21	2	4	20	1	-7	17	9	-3	4	CN(C)c1ccc(/C=C2\N=C(c3ccc(Cl)c([N+](=O)[O-])c3)NC2=O)cc1
-1.3	-17	-12	-5	3	-26	-35	-34	-11	-10	3	Cc1ccc(SCC(=O)N2CCCC2)cc1
-0.5	-8	-3	0	9	9	-13	0	-1	-8	-5	COc1ccc(NC(=O)C2CCCN2C(=O)NCc2ccccc2)cc1 (stereo not given)
-2.4	6	2	-12	2	6	-6	14	13	-3	0	CC(C)Oc1ccccc1-c1cc(C(=O)N/N=C/c2cccnc2)c2ccccc2n1
13*	0	x	7	20	49	x	11	17	-2	6	COc1ccc(C(C(=O)NC2CCCCC2)N(C(=O)CCl)c2ccc(Cl)cc2)cc1 (stereo not given)
-3.4	-8	1	-7	-6	-5	-12	12	5	0	-2	COC(=O)c1ccc(CSc2nc3c(cnn3-c3ccccc3)c(=O)[nH]2)o1
-0.4	13	0	-9	2	10	-16	-5	-11	1	-1	OC(CN1CCCCC1)CN(c1ccccc1)c1ccccc1 (stereo not given)
1.6	-9	x	-12	6	-4	x	6	1	2	0	COc1ccc(NC(=O)c2ccc(C(=O)c3cc(OC)ccc3OC)cc2)cc1
-0.8	13	4	12	8	17	-1	-12	-3	-5	-3	Cc1ccc(N(NC(=O)C(C)(C)O)C(=O)c2ccccc2)cc1C
-0.2	13	16	1	9	-14	-12	4	-4	8	11	CCCCN1C(N)=NC[C@@H]1CC1CCCCC1
0.6	-18	-2	-4	10	-8	-10	3	1	0	-8	Cc1ccc(C(=O)NCC(=O)OCCCn2c(=O)[nH]c3ccccc32)cc1C
-1.8	19	-18	-15	10	-12	-8	-4	-17	-7	4	COCCn1cnnc1SCC(=O)Nc1cccc(S(=O)(=O)N2CCCCC2)c1

An excerpt of the results above, as a working copy:
MC4R barr agon	LRH-1 inv ag	COUP-TFII inh	TLR9-MyD88 inh	MC4R antag cAMP	SRC3 inh	NCOA2 inhibitor	SRC1 inh	EBV LMP1 NFkB	NOD2-RIPK2 inh	ABHD5-PLIN5 inh	molecule
-0.8	-14	0	-8	11	-2	-15	6	-10	-1	-9	COCCn1c(C)nnc1SCC(=O)NNC(=O)c1ccc(Br)cc1
-2.8	-62	-20	1	-11	-40	-27	-36	-5	0	-14	Cc1n[nH]c(=S)n1/N=C/c1ccccc1OCc1ccc(Cl)cc1
-2.0	-4	8	0	5	-14	-14	-2	-6	-1	4	CCc1nnc(NC(=O)c2ccc(COc3ccccc3Cl)o2)s1
2.8	-117	-38	x	5	-74	-63	-75	x	-17	3	O=C(NNc1nc2ccccc2o1)c1ccccc1
-1.2	0	8	x	0	-7	5	-13	x	-7	0	CC1(C(=O)NS(=O)(=O)c2ccc(F)cc2F)CCN1C(=O)c1ccccc1CCc1ccccc1 (stereo not given)
-2.4	8	23	1	-3	-6	-7	-2	12	-1	1	CC(C)C1Oc2ccccc2N(CC(=O)N(Cc2ccncc2)Cc2ccco2)C1=O (stereo not given)
2.3	2	15	1	-3	14	6	8	-8	-9	-3	COc1ccc(OC)c(-n2cc3c(=O)n(C)c(=O)n(C)c3c2)c1
-1.9	17	-11	-4	-1	-1	-7	-18	6	6	-3	Cc1ccc(C(=O)C[n+]2ccc(-c3nnc4n3CCC4)cc2)cc1
-1.0	14	-23	-4	7	6	-3	7	-1	1	-1	Cc1ccccc1N1CCN(C2CCCN(C(=O)CCN3CCCCC3=O)C2)CC1 (stereo not given)
-1.1	16	14	11	-4	13	-2	5	-4	-13	7	O=C(CSc1ccc(-c2ccco2)nn1)NCc1ccc2c(c1)OCO2
-0.1	12	-12	7	3	0	16	-15	7	-3	2	COc1cc(NC(=O)c2nccnc2C(=O)O)cc(OC)c1

Next records follow:
MC4R barr agon	LRH-1 inv ag	COUP-TFII inh	TLR9-MyD88 inh	MC4R antag cAMP	SRC3 inh	NCOA2 inhibitor	SRC1 inh	EBV LMP1 NFkB	NOD2-RIPK2 inh	ABHD5-PLIN5 inh	molecule
-1.9	3	6	-5	-3	4	-21	-6	0	6	-3	O=C(COc1ccc2ccccc2c1)N1CCN(C(=O)c2cccnc2)CC1
-2.7	-13	3	4	-3	12	16	-2	-3	-7	6	COc1ccc(C(=O)N2CCN(S(=O)(=O)c3ccc(Cl)cc3)CC2)cc1OC
-0.9	-5	-1	2	-4	-1	1	-8	-3	-9	-3	COc1cc(CN2CCN(c3ccccc3C)CC2)cc([N+](=O)[O-])c1O
-1.9	3	1	10	3	1	19	-16	-2	-2	-5	O=C(COC(=O)c1ccc(Br)o1)Nc1cccc(S(=O)(=O)N2CCCCCC2)c1
x	-28	-10	x	x	x	-18	x	x	3	-3	COC(=O)c1c(-c2ccccc2)oc2c1C(OCCO)CCC2 (stereo not given)

Another view of part of the listing above:
Compound | MC4R barr agon | LRH-1 inv ag | COUP-TFII inh | TLR9-MyD88 inh | MC4R antag cAMP | SRC3 inh | NCOA2 inhibitor | SRC1 inh | EBV LMP1 NFkB | NOD2-RIPK2 inh | ABHD5-PLIN5 inh
CC1=Nn2c(nnc2-c2cc(-c3ccccc3)n[nH]2)SC1 | 0.7 | 23 | 12 | -4 | 13 | 6 | 11 | 9 | -4 | -10 | -1
COCCn1cnnc1SCC(=O)Nc1cccc(S(=O)(=O)N2CCCCC2)c1 | -1.8 | 19 | -18 | -15 | 10 | -12 | -8 | -4 | -17 | -7 | 4
